ASM inhibitor = blocks human secretory acid sphingomyelinase. AID 504937. placental ASM, HMU-PC fluorogenic substrate, 60 min. Potency, µM (top dose mostly 57.5 µM), inactives show at the top dose activity change, negative = inhibition, usual class: inhibitors. 0.006% of 340,000 active. P17405; further: potency means the concentration at half of the fitted maximal effect
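Fluorogenic HMU-PC substrate (9 uM final) is turned over by placental ASM in 60 min at 37 C after a 10 min compound preincubation. Reaction ended by alkaline stop (pH 10), with fluorescence read at 386/447 nm.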
TSHR antagonist = blocks TSH signaling through the human TSH receptor; P16473; TSHR-expressing cells, TSH-stimulated cAMP HTRF, 2 h; stronger effect = lower value; activity change, negative = inhibition, % at 11.5 µM; 0.2% of 330,000 active; AID 504810;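 active means activity change below a set negative limit, meaning inhibition stronger than a set level, cut at about -70% in these data; inconclusive means activity change between two set negative limits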; further: on the % scale 0 is the no-effect control and ±100 the full control effect
Target sequence (P16473 whole entry, looked up): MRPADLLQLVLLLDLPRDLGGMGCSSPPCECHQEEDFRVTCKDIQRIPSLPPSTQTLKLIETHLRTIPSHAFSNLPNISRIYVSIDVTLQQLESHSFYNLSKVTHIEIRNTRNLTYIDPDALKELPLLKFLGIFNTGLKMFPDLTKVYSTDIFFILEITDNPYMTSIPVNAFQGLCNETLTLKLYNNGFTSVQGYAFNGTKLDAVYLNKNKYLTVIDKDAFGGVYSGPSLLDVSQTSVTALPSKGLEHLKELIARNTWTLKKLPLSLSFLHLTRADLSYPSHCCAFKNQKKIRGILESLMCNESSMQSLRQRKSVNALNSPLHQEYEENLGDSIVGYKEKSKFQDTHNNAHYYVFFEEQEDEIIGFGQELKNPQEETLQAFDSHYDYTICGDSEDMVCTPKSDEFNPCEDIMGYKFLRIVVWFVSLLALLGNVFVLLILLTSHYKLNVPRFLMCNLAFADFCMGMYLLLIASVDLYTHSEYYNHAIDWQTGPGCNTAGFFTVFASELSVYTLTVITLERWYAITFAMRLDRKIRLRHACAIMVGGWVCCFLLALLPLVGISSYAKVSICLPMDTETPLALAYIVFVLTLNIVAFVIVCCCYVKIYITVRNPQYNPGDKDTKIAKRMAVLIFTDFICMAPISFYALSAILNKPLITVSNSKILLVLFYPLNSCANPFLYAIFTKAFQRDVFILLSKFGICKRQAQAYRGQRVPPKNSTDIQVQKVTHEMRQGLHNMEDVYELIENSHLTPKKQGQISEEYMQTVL
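Inhibition of cAMP made by TSHR-expressing cells under TSH stimulation (4nM final, EC80; 2 h, 37 deg C) is quantified with a one-step lysis HTRF kit, anti-cAMP cryptate versus cAMP-d2.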
ELG1 repair inh = inhibitors of ELG1-dependent DNA repair in HEK293T cells; HEK293T ELG1-luciferase reporter, luminescence, 16 h; DNA damage induced by 5-fluorouridine; Potency, µM (highest dose often 46.1 µM), for inactives: at the highest dose activity change, negative = inhibition, actives largely listed as inhibitors; 2.3% of 330,000 active; AID 504467; further: potency means the concentration at half of the fitted maximal effect; on the % scale 0 is the no-effect control and ±100 the full control effect; nearly all actives have a fitted effect of over 55% in size
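5-Fluorouridine DNA damage + compound/DMSO, 2,000 cells/well, 16 h, 37 °C/5% CO2. ONE-Glo, 30 min RT, luminescence. Readout = decrease in reporter signal.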
TCR activator = T cell receptor activation; primary human leukocytes, anti-CD3, IL-2 HTRF, 48 h; Potency, µM (series often up to 9.22 µM), inactives show at the top dose activation of IL-2 secretion, hits mostly activators; 330,000 tested, under 10 active; AID 504894; further: % of control where 0% means no effect
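Compounds are tested in HTS on primary human leukocytes co-incubated with a-CD3 beads for 48 hr. IL-2 output is measured by time-resolved FRET.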
PTAP TSG101 blk = blocks PTAP/TSG101 interaction to inhibit HIV-1 budding; Q99816; Fluorescence polarization, FITC-PTAP peptide / Tsg101 binding; Potency, µM (doses to about 115 µM), for the others: at the highest dose activity change, negative = inhibition, hits mostly inhibitors; 340,000 tested, under 10 active; active means well fitted inhibition curve with a large enough effect in the main read-out, with a control signal flat, not every such curve was filed as active; inconclusive means small, poorly fitted or top-dose-only effect, or effect the other way, or a change in a side signal; inactive means no such curve, though single readings can be large or run the other way; further: potency means the concentration at half of the fitted maximal effect; % of control where 0% means no effect
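Steps: Tsg101 binding domain dispensed (10 uM final), compounds pinned in DMSO, FITC-labeled PTAP-motif peptide added (50 nM final); after 20 min binding at room temperature, polarization measured.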
Integrin act MD = activates integrin-mediated alleviation for muscular dystrophy; alpha7betagal myoblasts, beta-gal FDG fluorescence, 48 h; Potency, µM (titrated, usually from 38.3 µM), inactives show at the highest dose activation, usual class: activators; 0.064% of 350,000 active;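 further: potency means the concentration at half of the fitted maximal effect; 100% = response of the positive control SU9516; nearly all actives have a fitted effect of over 60% in size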
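Alpha7betagal+/- myoblasts (passage 13) were plated 16-24 hr, then exposed to compounds (1:260 dilution of DMSO stock) for 48 hours at 37C. After MPER lysis, β-galactosidase reporter activity was read as FDG fluorescence (ex 480/em 540) after 30 minutes.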
Tb PFK block = inhibitors of T. brucei phosphofructokinase. Potency, µM (top dose mostly 57.5 µM), for the others: top-dose activity, negative = inhibition, usual class: inhibitors. 0.17% of 330,000 active. T. brucei PFK, ADP-Glo luminescence. AID 485367. O15648;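 further: potency means the concentration at half of the fitted maximal effect; 0% = uninhibited 1x PFK enzyme wells and -100% = no-enzyme wells; nearly all actives have a fitted effect of over 60% in size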
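Luminescent ADP detection (ADP-Glo, two-step: ATP depletion then ADP-to-ATP conversion for luciferase) reported PFK activity after 45 min room-temperature reaction of 1.25 nM enzyme with 0.5 mM F6P and 0.1 mM ATP at pH 8.0.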
AT treatment = potential ataxia-telangiectasia treatments restoring KAP-1 phosphorylation. […] A-T fibroblasts, KAP-1 phosphorylation AlphaLISA; neocarzinostatin DNA damage 30 min before lysis. Potency, µM (highest dose often 57.5 µM), inactives show top-dose activation, actives largely listed as activators. 0.19% of 320,000 active. AID 485349; further: potency means the concentration at half of the fitted maximal effect; % of control where 0% means no effect; nearly all actives have a fitted effect of over 45% in size
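ATM-like activity read as KAP-1 phosphorylation via AlphaLISA donor/acceptor antibody pairs after lysis and 6 hr at 25C. Cells were ATM-null patient fibroblasts ([…], hTERT), dosed 60 min, then exposed to the DSB inducer NCS for 30 min.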
BCR signal inh = blocks chronic active B-cell receptor signaling. ABC-DLBCL IkBa-CBG/CBR reporter, luminescence ratio, 4 h. Potency, µM (doses to about 46.1 µM), for inactives: at the top dose ratio change, negative = lower green/red ratio, usual class: inhibitors. 0.05% of 340,000 active. AID 493014; active means well fitted inhibition curve with a large enough effect in the signal ratio, with a control signal flat, not every such curve was filed as active; inconclusive means small, poorly fitted or top-dose-only effect, or effect the other way, or a change in a side signal; the % refers to the signal ratio;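 further: potency means the concentration at half of the fitted maximal effect; plate controls were basal doxycycline-induced cells for no effect and cells given 10 µM MG132 for full effect; MG132 reads +100%, hits lower the ratio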
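TMD8 ABC-DLBCL cells carrying doxycycline-inducible green luciferase fused to IkappaBalpha plus unfused red luciferase were exposed to compounds (up to 46 uM) for 4 hrs at 37C. Activity came from the overlap-corrected green/red luminescence ratio.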
Eya2 phos inh = blocks the phosphatase activity of human Eya2 | Potency, µM (highest dose often 76.9 µM), for inactives: at the top dose activity, negative = inhibition, most hits filed as inhibitors | AID 488837 | 0.006% of 330,000 active | O00167 | recombinant Eya2, OMFP fluorescence dephosphorylation (OMFP is methylfluorescein phosphate); further: potency means the concentration at half of the fitted maximal effect; on the % scale 0 is the no-effect control and ±100 the full control effect
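Eya2 protein (added as 0.2 uM solution) was preincubated with compound for 10 min at ambient temperature in 50 mM HEPES pH 7.5, 50 mM NaCl, 5 uM MgCl2, 0.05% BSA, 1 mM DTT. OMFP (added at 50 uM) then reacted 10 min; fluorescence read at 485/525 nm.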
Mito fusion yeast = blocks mitochondrial division or promotes mitochondrial fusion; S. cerevisiae fusion-defective mutant growth rescue, CellTiterGlo 48 h; Potency, µM (top dose mostly 46.1 µM), without a hit: at the top dose growth rescue (activation), most hits filed as activators; 0.23% of 320,000 active;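 further: potency means the concentration at half of the fitted maximal effect; % of control where 0% means no effect; nearly all actives have a fitted effect of over 45% in size; temperature-sensitive fusion mutants such as fzo1-1 at 37 °C on non-fermentable ethanol glycerol medium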
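Compounds are tested for their ability to restore growth of mitochondrial fusion-defective yeast strains at non-permissive 37C in YPEG medium over 48 hours. Viability is quantified by luciferase luminescence.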
* = called active by the depositor; ? = inconclusive; / = not tested or not shown; & = joins results of further samples; [ ] = remark or other dose. Unless noted, the call rests on the fitted dose curve; in most records, active means well fitted curve in the direction sought with a large enough effect; inconclusive means small, poorly fitted or top-dose-only effect, or another doubt; inactive means no such curve, though single readings can be large; an effect the other way counts as inactive or inconclusive. This is a random part of the collection (roughly 3.2% active in at least one column).

SMILES	ASM inhibitor	TSHR antagonist	ELG1 repair inh	TCR activator	PTAP TSG101 blk	Integrin act MD	Tb PFK block	AT treatment	BCR signal inh	Eya2 phos inh	Mito fusion yeast
Cn1c(N)c(C(=O)COC(=O)CNS(=O)(=O)c2ccc(Cl)c(Cl)c2)c(=O)n(C)c1=O	-3%	1	10%	1%[46.1 µM]	-2%	-13%	0%	-2%	7%	0%	-6%
COc1ccc(NC(=O)c2ccco2)cc1S(=O)(=O)N1CCCCC1	7%	2	0%	-1%	-4%	?	-1%	-1%	3%	0%	2%
O=C(Nc1ccc2oc(-c3ccc(F)cc3)nc2c1)c1ccccc1F	3%	-9	18%	-2%	-4%	15%	3%	6%	1%	13%	-1%
Cc1n[nH]c(C)c1CCc1nc2c3ccccc3nc(SCC(=O)Nc3ccccc3F)n2n1	0%	-10	?	7%	-6%	-12%	1%	-1%	?	-16%	-2%
CC1=C(C(=O)OC2CCCCCCC2)C(c2cc3c(cc2Br)OCO3)CC(=O)N1 (stereo not drawn)	-9%	1	8%	-29%	-6%	-77%	-3%	-1%	0%	-2%	-3%
CCCCn1c(C)csc1=Nc1cccnc1	1%	-3	2%	-3%[46.1 µM]	-2%	-23%	-7%	3%	0%	5%	-3%
C/C(CC(=O)Nc1ccc(Cl)c(Cl)c1)=N\NC(=O)C(=O)N1CCCCC1	-2%	11	8%	-4%	-8%	-11%	-12%	1%	?	0%	1%
Cc1cccc(CC(=O)NCCn2c(C)cc3ccccc32)c1	-3%	9	?	6%	-9%	3%	1%	1%	3%	-5%	17%
O=C(CSc1nnc(-c2ccccc2)o1)c1ccc2c(c1)OCCO2	4%	-16	?	2%	-1%	4%	1%	9%	?	2%	-5%
COc1cc(OC)c(C(=O)NCC(c2cccs2)N(C)C)cc1OC (stereo not drawn)	/	-1	28%	/	/	/	0%	5%	2%	5%	-4%
COc1ccc(NC(=O)CSCc2cc(=O)n3cc(C)sc3n2)cc1	1%	7	8%	-7%	-1%	2%	-4%	5%	0%	10%	4%
Cc1ccc(NC(=O)CSc2nc3ccccc3c(=O)n2CCCC(=O)N2CCCC2)cc1	-7%	-9	-18%	4%	-8%	11%	-2%	6%	2%	8%	-5%
CC[C@]1(O)CC2CN(CCc3c([nH]c4ccccc34)[C@@](C(=O)OC)(c3cc4c(cc3OC)N(C=O)[C@H]3[C@@](O)(C(=O)OC)[C@H](OC(C)=O)[C@]5(CC)C=CCN6CC[C@]43[C@@H]65)C2)C1 (stereo partly drawn)	2%	11	-20%	-6%	-8%	/	-5%	14%	?	-1%	-50%[inhibitor]
O=C(O)CN1C(=O)/C(=C\c2cccc(OCc3ccc(Cl)cc3)c2)SC1=S	-10%	-9	?	/	-6%	21%	0%	5%	5%	4%	2%
Cc1ccc(/C=N/NC(=O)c2ccoc2C)o1	7%	6	?	3%[46.1 µM]	-3%	9%	0%	-1%	?	4%	-1%
Cn1c(SCc2ccc(C#N)cc2)nnc1-c1cccc(Cl)c1	0%	-4	-17%	0%	0%	1%	-2%	11%	0%	2%	-11%
NC(=O)C(Cc1ccccc1)N1C(=O)c2ccccc2C1=O (stereo not drawn)	2%	5	-2%	4%	0%	70%	0%	5%	1%	4%	-2%
CN(C)Cc1c(C(=O)N/N=C/c2ccc(OCc3ccc(F)cc3)cc2)nnn1-c1nonc1N	-4%	11	26%	12%	-2%	?	-15%	-6%	-3%	6%	2%
COc1cc(NS(=O)(=O)c2ccc(N)cc2)ncn1	/	3	9%	/	/	/	-6%	-1%	1%	6%	6%
O=C(NC1CCCCCCC1)c1ccco1	3%	17	?	/	-3%	-22%[7.66 µM]	3%	-4%	?	7%	-4%
CCOC(=O)CNC1CC(=O)N(c2cccc(Cl)c2)C1=O (stereo not drawn)	-1%	-7	11%	/	-4%	15%	6%	/	8%	-6%	-2%
CC1(C)Cc2c(sc(NC(=O)C(=O)NCCCN3CCOCC3)c2C#N)CO1	-2%	-4	11%	0%	1%	41%	?	7%	0%	2%	-2%
CCOC(=O)C1CCN(C(=O)COc2ccc(Br)cc2Br)CC1	-2%	2	-17%	-7%	-2%	19%	7%	-2%	?	-8%	8%
O=C(NNC(=O)C12CC3CC(CC(Cl)(C3)C1)C2)c1ccncc1	1%	-4	-19%	-1%	-2%	14%	1%	2%	5%	25%	6%
C=CCn1c(C)nnc1SCC(=O)Nc1ccc2c(c1)OCCO2	0%	0	28%	-8%[46.1 µM]	-3%	?	0%	-5%	-6%	3%	/
Continuation:
SMILES	ASM inhibitor	TSHR antagonist	ELG1 repair inh	TCR activator	PTAP TSG101 blk	Integrin act MD	Tb PFK block	AT treatment	BCR signal inh	Eya2 phos inh	Mito fusion yeast
COC(=O)c1ccc(S(=O)(=O)N2CCCCCC2)cc1	6%	-13	15%	-2%	-4%	-16%	0%	11%	0%	15%	2%
O=c1[nH]c(C2CCCN(S(=O)(=O)c3ccccc3)C2)nc2c1nnn2Cc1cccc(Cl)c1 (stereo not drawn)	-25%	-9	?	0%	-8%	4µM*	-3%	-11%	?	-1%	-2%
CCC(=O)Nc1ccc(S(=O)(=O)Nc2nccs2)cc1	2%	19	-19%	-3%	-2%	20%	-1%	5%	8%	0%	-1%
Cc1ccc(-c2cc(C(=O)O)c3cc(Br)ccc3n2)s1	135%[activator]	-8&-15	?	3%&-1%	1%&-6%	-5%&2%	2%&11%	2%&1%	?	1%&-5%	27%&33%
O=C(COc1cccc(C(F)(F)F)c1)Nc1nnc(C2CC2)s1	4%	-5	0%	-20%	-2%	9%	1%	8%	7%	7%	/
O=C(c1ccc2ccccc2c1)N1CCN(S(=O)(=O)/C=C/c2ccccc2)CC1	-4%	-4	?	-2%	-5%	-21%	7%	-6%	-1%	-8%	9%
COc1ccccc1/C=C(/NC(=O)c1ccc(Cl)cc1Cl)C(=O)O	5%	-6	-4%	/	-4%	30%	-8%	3%	2%	13%	-6%
COc1ccccc1CCNC(=O)CCNS(=O)(=O)c1ccc(NC(C)=O)cc1	1%	2	7%	-3%	-1%	4%	0%	5%	-4%	-6%	-5%
CC(C)(C)NC(=O)CSc1nnc(-c2ccccc2)c(-c2ccccc2)n1	-2%	-5	?	4%	-8%	14%	-2%	4%	8%	-3%	?
COc1ccccc1/C=C/CN1CCCC(CCC(=O)NCc2ccccc2F)C1 (stereo not drawn)	0%	-10	-3%	7%	-4%	-29%	1%	-4%	-18%	-2%	0%

Whole records, quoted from the list. Screens in order: ASM inhibitor	TSHR antagonist	ELG1 repair inh	TCR activator	PTAP TSG101 blk	Integrin act MD	Tb PFK block	AT treatment	BCR signal inh	Eya2 phos inh	Mito fusion yeast
Entry for COc1cc(OC)c(C(=O)NCC(c2cccs2)N(C)C)cc1OC (stereo not drawn) : /	-1	28%	/	/	/	0%	5%	2%	5%	-4%
Entry for O=C(COc1cccc(C(F)(F)F)c1)Nc1nnc(C2CC2)s1 : 4%	-5	0%	-20%	-2%	9%	1%	8%	7%	7%	/
Entry for CN(C)Cc1c(C(=O)N/N=C/c2ccc(OCc3ccc(F)cc3)cc2)nnn1-c1nonc1N : -4%	11	26%	12%	-2%	?	-15%	-6%	-3%	6%	2%
Entry for CCOC(=O)C1CCN(C(=O)COc2ccc(Br)cc2Br)CC1 : -2%	2	-17%	-7%	-2%	19%	7%	-2%	?	-8%	8%
Entry for C/C(CC(=O)Nc1ccc(Cl)c(Cl)c1)=N\NC(=O)C(=O)N1CCCCC1 : -2%	11	8%	-4%	-8%	-11%	-12%	1%	?	0%	1%

Compound activity from PubChem.
